HCMV inh: blocks human cytomegalovirus replication. HFF cells, HCMV-luciferase reporter, 72 h; stronger effect = lower value. activity change, negative = inhibition, % at 57.5 µM. actives 4.5% (n = 410,000); in the data active means activity change below about -60%; inconclusive means no clear call, values can overlap the other calls; inactive means above about -39%
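Human foreskin fibroblasts infected with luciferase-reporter HCMV at MOI 1 PFU/cell, compounds at two doses. Luciferase measured 72 h post infection; normalized to buffer-only basal and Salinomycin (10uM) controls.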
Sm TGR block: inhibitors of Schistosoma mansoni thioredoxin glutathione reductase; Q962Y6; purified TGR, DTNB reduction, TNB absorbance 405 nm; Potency, µM (series often up to 114 µM), for inactives: top-dose activity change, negative = inhibition, actives largely listed as inhibitors; actives 3% (n = 360,000); further: potency means the concentration at half of the fitted maximal effect; nearly all actives have a fitted effect of over 60% in size
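TGR 20 nM + NADPH 100 uM (dispensed conc.), cpd preinc 15 min RT; start with NADPH (500 uM addition) then DTNB (15 mM addition). Kinetic TNB absorbance, 405 nm filter. Four-parameter Hill fit across titration.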
AmpC detergent: inhibitors of E. coli AmpC beta-lactamase with detergent; P00811; AmpC hydrolysis of nitrocefin, absorbance 480 nm, 0.01% Triton; Potency, µM (series often up to 114 µM), for the others: at the highest dose activity change, negative = inhibition, actives largely listed as inhibitors; actives 0.041% (n = 370,000); AID 485294;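 further: potency means the concentration at half of the fitted maximal effect; 0% = no-compound wells and -100% = no-enzyme wells; nearly all actives have a fitted effect of over 25% in size; some results filed as inactive show a strong effect at the top dose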
Target sequence (P00811 whole entry, looked up): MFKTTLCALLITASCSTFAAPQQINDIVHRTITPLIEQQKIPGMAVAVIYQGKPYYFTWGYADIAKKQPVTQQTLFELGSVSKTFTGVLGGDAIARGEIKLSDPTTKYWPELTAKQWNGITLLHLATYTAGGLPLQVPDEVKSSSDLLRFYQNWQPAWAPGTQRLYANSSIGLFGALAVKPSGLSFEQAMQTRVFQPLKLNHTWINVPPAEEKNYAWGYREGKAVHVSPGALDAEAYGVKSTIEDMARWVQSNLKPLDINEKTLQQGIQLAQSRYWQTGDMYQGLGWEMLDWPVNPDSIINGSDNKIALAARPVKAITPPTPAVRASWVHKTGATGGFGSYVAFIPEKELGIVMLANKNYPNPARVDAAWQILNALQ
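AmpC (5.3 nM in the dispensed reagent) in 20 mM phosphate pH 7.0 with 0.01% (detergent screen) or 0.0001% Triton X-100 was preincubated with compounds for 15 min at room temperature. Nitrocefin was then added from an 800 uM solution, and hydrolysis was followed at 480 nm.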
AMA1 RON2 block: disrupts binding of P. falciparum AMA1 to RON2; actives 0.2% (n = 360,000); AlphaScreen AMA1-biotinylated RON2 peptide binding; Potency, µM (top dose mostly 58.2 µM), inactives show top-dose activity change, negative = inhibition, actives largely listed as inhibitors;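 further: potency means the concentration at half of the fitted maximal effect; 0% = vehicle wells and -100% = peptide control; nearly all actives have a fitted effect of over 45% in size; some results filed as inactive show a strong effect at the top dose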
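AMA1 (3D7) with his tag at 25 nM final met compounds first, then biotinylated RON2 peptide at 25 nM; detection used donor plus acceptor beads, 10 µg/mL apiece, read by AlphaScreen after 30 min at room temperature.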
FBPA Giardia inh: blocks Giardia fructose-bisphosphate aldolase activity; A8B2U2; purified Giardia FBPA; Potency, µM (titrated, usually from 59.6 µM), for inactives: top-dose activity, negative = inhibition, usual class: inhibitors; actives 0.71% (n = 290,000); AID 2451; further: potency means the concentration at half of the fitted maximal effect; nearly all actives have a fitted effect of over 55% in size
Target sequence (A8B2U2 whole entry, looked up): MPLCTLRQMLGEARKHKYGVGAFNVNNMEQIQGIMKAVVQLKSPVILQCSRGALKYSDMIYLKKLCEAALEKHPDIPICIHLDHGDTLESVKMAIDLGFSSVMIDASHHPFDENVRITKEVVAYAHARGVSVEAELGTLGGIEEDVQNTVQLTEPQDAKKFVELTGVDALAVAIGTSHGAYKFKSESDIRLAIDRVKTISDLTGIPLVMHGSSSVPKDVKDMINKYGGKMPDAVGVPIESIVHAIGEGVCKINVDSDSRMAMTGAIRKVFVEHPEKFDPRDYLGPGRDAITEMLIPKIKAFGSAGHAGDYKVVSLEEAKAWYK
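40 nM FBPA preincubated 10 min at RT with compound (up to 57.5 uM final), then substrate plus GAPDH/TPI/NAD/arsenate coupling and diaphorase/resazurin added. Fluorescence read after 20 min at RT, 525/598 nm.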
HCV inhibitor: inhibitors of hepatitis C virus infection | Huh7.5.1 HCVcc-Cre infection, luciferase reporter, 44 h | Potency, µM (titrated, usually from 41.8 µM), inactives show top-dose activity change, negative = inhibition, most hits filed as inhibitors | actives 3.4% (n = 340,000) | AID 651820; further: potency means the concentration at half of the fitted maximal effect
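Infectious HCVcc-Cre (~0.5 moi) was added to cells just after compound, with cells seeded 4 h earlier at 1,000 per well. Luciferase activity after 44 h culture reported infection; substrate was incubated 15 min at room temperature before reading.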
* marks the source's active call; other numbers are inactive results; ? = inconclusive; nt = no result given; & = joins results of further samples; [ ] = remark or other dose. Unless noted, the call rests on the fitted dose curve; in most records, active means well fitted curve in the direction sought with a large enough effect; inconclusive means small, poorly fitted or top-dose-only effect, or another doubt; inactive means no such curve, though single readings can be large; an effect the other way counts as inactive or inconclusive. Unless noted, on the % scale 0 is the no-effect control and ±100 the full control effect. Compounds as they come. Share with any hit: about 9.3%.

The opening 11 compounds, to show the layout:
SMILES,HCMV inh,Sm TGR block,AmpC detergent,AMA1 RON2 block,FBPA Giardia inh,HCV inhibitor
C[C@H](NC(=O)c1nc[nH]c1C(=O)N(C)Cc1ccccc1)c1ccccc1,-16,-20%,-1%,88%[activator],nt,-6%
COc1cc2c(cc1OC)C(C(=O)Nc1ccccc1N1CCN(C)CC1)C1c3ccccc3CCN1C2=O (configuration not stated),-40,-9%,0%,-12%,7%,-16%
Cn1c(=O)c2c(nc(SCC(=O)Nc3ccc(F)cc3F)n2Cc2ccccc2)n(C)c1=O,-2,-11%,-6%,nt,nt,nt
O=C(NCCc1ccccc1)c1cc(=O)[nH]c2ccccc12,-60*,7%,6%,-3%,3%,15%
COc1ccc(NC(=O)C(Cc2c[nH]c3ccccc23)NC(=O)OC(C)(C)C)cc1 (configuration not stated),-12,-9%,3%,nt,nt,nt
COc1ccccc1OCCNC(=O)C1CC(=O)N(c2ccc3c(c2)OCCO3)C1 (configuration not stated),-24,-4%,?,3%,nt,-8%
CCC(C)NC(=O)CNC(=O)c1nn(-c2ccc(OC)cc2OC)c(=O)c2ccccc12 (configuration not stated),57,16%,-3%,-2%,12%,11%
O=C1CN(C(=O)CSc2nnnn2C2CC2)c2ccccc2N1,1,-3%,?,-4%,nt,19%
COc1ccccc1/C=C1/SC(=S)N(CCC(=O)Nc2cccnc2)C1=O,-19,-14%,-6%,-5%,nt,?
Cc1c(-c2nc(-c3ccc4c(c3)OCO4)no2)nnn1-c1cccc(C(F)(F)F)c1,?,8%,3%,nt,nt,nt
CCn1c(C(=O)O)c(CC(=O)Nc2ccc(Br)cc2C)c2ccccc21,73,17%,6%,6%,6%,17%

The listing, from the first entry:
SMILES,HCMV inh,Sm TGR block,AmpC detergent,AMA1 RON2 block,FBPA Giardia inh,HCV inhibitor
C[C@H](NC(=O)c1nc[nH]c1C(=O)N(C)Cc1ccccc1)c1ccccc1,-16,-20%,-1%,88%[activator],nt,-6%
COc1cc2c(cc1OC)C(C(=O)Nc1ccccc1N1CCN(C)CC1)C1c3ccccc3CCN1C2=O (configuration not stated),-40,-9%,0%,-12%,7%,-16%
Cn1c(=O)c2c(nc(SCC(=O)Nc3ccc(F)cc3F)n2Cc2ccccc2)n(C)c1=O,-2,-11%,-6%,nt,nt,nt
O=C(NCCc1ccccc1)c1cc(=O)[nH]c2ccccc12,-60*,7%,6%,-3%,3%,15%
COc1ccc(NC(=O)C(Cc2c[nH]c3ccccc23)NC(=O)OC(C)(C)C)cc1 (configuration not stated),-12,-9%,3%,nt,nt,nt
COc1ccccc1OCCNC(=O)C1CC(=O)N(c2ccc3c(c2)OCCO3)C1 (configuration not stated),-24,-4%,?,3%,nt,-8%
CCC(C)NC(=O)CNC(=O)c1nn(-c2ccc(OC)cc2OC)c(=O)c2ccccc12 (configuration not stated),57,16%,-3%,-2%,12%,11%
O=C1CN(C(=O)CSc2nnnn2C2CC2)c2ccccc2N1,1,-3%,?,-4%,nt,19%
COc1ccccc1/C=C1/SC(=S)N(CCC(=O)Nc2cccnc2)C1=O,-19,-14%,-6%,-5%,nt,?
Cc1c(-c2nc(-c3ccc4c(c3)OCO4)no2)nnn1-c1cccc(C(F)(F)F)c1,?,8%,3%,nt,nt,nt
CCn1c(C(=O)O)c(CC(=O)Nc2ccc(Br)cc2C)c2ccccc21,73,17%,6%,6%,6%,17%
NC(=O)C1CCN(c2c([N+](=O)[O-])cc(C(F)(F)F)cc2[N+](=O)[O-])CC1,-23,17%,-5%,22%,5%,12%

(listing goes on)
SMILES,HCMV inh,Sm TGR block,AmpC detergent,AMA1 RON2 block,FBPA Giardia inh,HCV inhibitor
CC(C)c1ccc(/C=C2\SC(=S)N(CCC(=O)N3CCCCC3CCO)C2=O)cc1 (configuration not stated),-100*,-10%,?,-4%,nt,-17%
CC(=O)NC(CC(=O)NC1CCCCC1)c1ccccc1 (configuration not stated),23,4%,-4%,0%[11.6 µM],3%,15%
CCN(CC)S(=O)(=O)c1ccc(C(=O)NCCSc2c(-c3ccc(C)cc3)[nH]c3ccccc23)cc1,-27,8%,1%,nt,nt,nt
Cc1ccc(C)c(NC(=S)NNC(=O)c2ccco2)c1,19,1%,-9%,44%[activator],-19%,13%
COc1ccccc1/C=N/n1c(C)nnc1-n1nc(C)cc1C,-14,-20%,-12%,-4%,1%,28%
CCCCn1c(NC(=O)c2ccc(Br)o2)c(C(=O)OCC)c2nc3ccccc3nc21,-71*,-22%,-7%,4%,?,?
CC(Oc1cccc(Cl)c1)C(=O)Nc1ccncc1 (configuration not stated),-24,20%,-2%,-3%,-3%,?
CCc1ccccc1NC(=O)C1COc2ccccc2C1 (configuration not stated),-9,-2%,27%,nt,nt,nt
COC(C(=O)Nc1ccnn1C1CCN(Cc2nccs2)CC1)c1ccccc1 (configuration not stated),40,-29%,?,-2%,7%,nt
CCCCCn1c(=O)[nH]c2cc(C(=O)NCc3ccco3)ccc2c1=O,-12,-14%,0%,-4%,6%,?
COC(=O)c1[nH]c(C)c(/C(O)=C2\C(=O)C(=O)N(CCN(C)C)C2c2cccs2)c1C (configuration not stated),3,-5%,-3%,8%,-5%,0%
O=C(CNC1CCCCCC1)Nc1ccccc1N1CCOCC1,-35,nt,0%,-29%,?,-7%

(continued)
SMILES,HCMV inh,Sm TGR block,AmpC detergent,AMA1 RON2 block,FBPA Giardia inh,HCV inhibitor
O=C(NCCc1c[nH]c2ccccc12)c1ccc(F)cc1F,23,-9%,-11%,-5%,-4%,4%
CN1CCC(=O)N([C@H](CSc2ccccc2)Cc2ccccc2)CC1,-11,-24%,-11%,1%,16%,19%
O=C(C1CCCCC1)N1CCCn2c1nc1ccccc12,-31,7%,3%,-16%,-3%,-13%
Cc1ccc(Cl)cc1Nc1nn2c(=O)c3ccc(C(=O)NCc4cccs4)cc3nc2s1,-98*,-9%,0%,nt,nt,nt
COC(=O)CSc1nc2sc3c(c2c(=O)n1C1CCCCC1)CCN(C)C3,nt,?,-3%,nt,-25%,nt
CCCCN(C(=O)c1ccc(Cl)c([N+](=O)[O-])c1)c1c(N)n(CCC)c(=O)[nH]c1=O,0,4%,2%,12%,1%,5%
Cc1ccc(CS(=O)Cc2ccc(C(=O)N3CCOCC3)o2)cc1 (configuration not stated),0,-28%,-4%,-3%,3%,3%
CC(=O)Nc1ccc(NC(=O)C2CC(=O)N(Cc3ccco3)C2)cc1 (configuration not stated),-2,-35%,-13%,-1%,nt,-4%
N#Cc1c(/N=C/c2ccco2)oc(-c2ccccc2)c1-c1ccccc1,14,?,?,-12%,-14%,?
CCOc1ccc(N(CC(=O)NCCc2ccccc2)S(=O)(=O)c2ccccc2)cc1,-28,4%,?,-9%,3%,14%
Cc1cc(C)cc(N(CC(=O)NCCSCc2ccccc2)S(C)(=O)=O)c1,-35,-4%[57.1 µM],-2%,-2%,4%,-10%
CCc1ccccc1OCc1nnc(N)s1,13,0%,-15%,-3%,-3%,2%

The list goes on.
SMILES,HCMV inh,Sm TGR block,AmpC detergent,AMA1 RON2 block,FBPA Giardia inh,HCV inhibitor
Cc1cc(C)cc(NC(=O)c2ccc(NC(=O)c3ccco3)cc2)c1,-12,-15%,-17%,-6%,-2%,?
CC(=O)N1N=C(c2cccc(Br)c2)OC12CCCC2,-25,-1%,5%,-3%,6%,?
CCCCC(=O)Nc1ccccc1N1CCN(c2ccc(F)cc2)CC1,-11,2%,5%,-5%,-1%,?
COc1ccc(CNC(=O)C2CCN(C(=O)N3CC(C)Oc4ccc(C)cc43)CC2)cc1 (configuration not stated),-5,-11%,-4%,nt,nt,nt
CC(=O)C[C@@H](O)CC(=O)[C@@H]1OC(=O)CCCCC/C=C/Cc2ccccc21,46,nt,nt,7%,nt,?
Nc1c(NCCCN2CCOCC2)c2ccccc2oc1=O,20,-7%,-4%,44%[activator],?,23%
CCOC(=O)c1c(C)c(C(=O)NCC2CCCO2)c(C)n1CC (configuration not stated),37,1%,3%,-9%,5%,6%
CNC(=O)N(O)C1N(/N=C/c2ccc(N(C)C)cc2)C(=S)SC1(C)C (configuration not stated),-7,-14%,-5%,-5%,?,-12%
N#Cc1c(C#N)c(-c2ccccc2)n(-c2ccc(C(=O)O)cc2)c1N,1,0%,-12%,2%,19%,17%
COCCN(Cc1ccccc1)C(=O)c1ccc2c(=O)n3c(nc2c1)CCC3,0,9%,-17%,7%,nt,6%
NC(=O)c1ccc(Sc2nnc(-c3cccs3)n2CC2CCCO2)c([N+](=O)[O-])c1 (configuration not stated),15,-19%,-11%,16%,3%,1%
Cc1nc2nc(NCc3cccs3)nn2c(C)c1Cl,17,1%,1%,5%,2%,3%

(listing goes on)
SMILES,HCMV inh,Sm TGR block,AmpC detergent,AMA1 RON2 block,FBPA Giardia inh,HCV inhibitor
Cc1ccc(S(=O)(=O)C(C#N)c2nc3ccccc3nc2N2CCN(C)CC2)cc1C (configuration not stated),-24,-10%,2%,18%,0%,26%
CCOc1cc(/C=C2\CCCC(C(=O)C(F)(F)F)=C2O)ccc1O,22,?,-3%,8%,-19%,6%
O=C(CSc1nnc(-c2ccccc2O)o1)N1CCCCC1,33,3%,?,66%[activator],-22%,13%
Cc1nn(C)c(C(=O)NN)c1Cl,-29,-4%,?,18%,-1%,4%
CCN1CCN(c2cc(C)c3cc(NC(=O)c4ccccc4F)ccc3n2)CC1,7,-3%&1%,?,nt,1%,nt
CCc1ccccc1NC(=O)N1CCC(NC(=O)C(Cc2ccc(OC)c(OC)c2)NC(C)=O)CC1 (configuration not stated),-34,16%,?,5%,1%,16%
COc1ccc(CCC(=O)Nc2sccc2C#N)cc1,146,?,-16%,-4%,-13%,?
O=C(COc1ccccc1)N1CCN(C2CC3CCC2C3)CC1 (configuration not stated),28,-9%,-7%,8%,7%,0%
O=C1CC(c2ccccc2Cl)CC(O)=C1C=NCCCO (configuration not stated),5,2%,-17%,16%,-2%,26%
COc1ccccc1OC(=O)c1ccc(SC)cc1OC,-15,-15%,-1%,59%[activator],-3%,?
C=C(C)COc1ccc(-c2ncncc2-c2ccccc2OC)c(O)c1,-69*,4%,?,4%,1%,?
COc1ccc(-c2cccc(C(=O)Nc3ccc(C)cc3)c2)cc1,-18,9%,-1%,2%,3%,3%

Other results
SMILES,HCMV inh,Sm TGR block,AmpC detergent,AMA1 RON2 block,FBPA Giardia inh,HCV inhibitor
C=CCn1c(SCC(=O)Nc2sccc2C(N)=O)nc2ccccc2c1=O,-38,2%,2%,-5%,-1%,11µM*
O=C(Nc1ccc(Cl)c(S(=O)(=O)N2CCOCC2)c1)c1ccccc1-c1ccc(C(F)(F)F)cc1,?,-16%,?,2%,-6%,?
COc1cccc(NC(=O)CSC2=Nc3ccccc3C3=NC(CC(=O)NCc4ccc5c(c4)OCO5)C(=O)N23)c1 (configuration not stated),36,1%,5%,nt,nt,nt
O=C(NCc1ccco1)c1cccc2c1C(=O)c1ccc(N3CCCC3)cc1S2(=O)=O,-40,nt,nt,-1%,nt,-6%

Compound activity from PubChem.
